Bioassay records as filed in PubChem.
bIAP inh: intestinal alkaline phosphatase (bovine) inhibition | 190,000 tested, under 10 active | purified bovine IAP, CDP-star luminescence, 30 min | AID 1019 | inhibition, % at 20 µM;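 active = over 50% inhibition of intestinal alkaline phosphatase at 20 µM in the single-dose screen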
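test system = bovine IAP enzyme | medium = DEA buffer 100 mM, pH 9.8, with MgCl2 1.0 mM, ZnCl2 0.02 mM | detection = luminescence | dosing = single compound dose of 20 µM, 2% DMSO final | incubation = 30 min reaction at room temperature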
TNAP inh noacc: TNAP (human) inhibition, acceptor-free conditions. AID 1012. purified TNAP, CDP-star luminescence, 30 min. actives 0.26% (n = 200,000). P05186. inhibition, % at 20 µM;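 active = tissue-nonspecific alkaline phosphatase inhibition above about 50% at 20 µM in the single-dose screen, limit read from the data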;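 note: 0% = DMSO negative control and 100% = EDTA positive control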
Target sequence (P05186 whole entry, looked up): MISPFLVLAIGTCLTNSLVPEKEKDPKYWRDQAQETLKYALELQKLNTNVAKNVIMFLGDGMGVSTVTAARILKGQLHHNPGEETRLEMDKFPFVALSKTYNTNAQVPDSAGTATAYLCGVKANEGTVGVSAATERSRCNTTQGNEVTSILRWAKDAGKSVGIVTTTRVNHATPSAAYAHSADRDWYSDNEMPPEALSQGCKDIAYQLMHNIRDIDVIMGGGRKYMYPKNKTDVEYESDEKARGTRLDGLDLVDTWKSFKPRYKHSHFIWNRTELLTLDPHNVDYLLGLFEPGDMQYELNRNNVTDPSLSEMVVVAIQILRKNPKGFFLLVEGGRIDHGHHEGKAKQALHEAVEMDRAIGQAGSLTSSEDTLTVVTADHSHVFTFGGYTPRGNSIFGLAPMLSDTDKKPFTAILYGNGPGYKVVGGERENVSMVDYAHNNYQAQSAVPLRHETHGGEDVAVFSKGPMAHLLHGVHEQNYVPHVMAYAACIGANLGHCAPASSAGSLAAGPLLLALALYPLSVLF
PPARg SRC-2 ag: agonists of SRC-2 recruitment by human PPARgamma; P37231; PPARgamma LBD-SRC-2 recruitment, biochemical; activation, % at 8 µM; actives 0.34% (n = 200,000); AID 1032; in the data active = activation above about 22%;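 note: 0% = vehicle and 100% = reference agonist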
Target sequence (P37231 whole entry, looked up, the tested form may be a part): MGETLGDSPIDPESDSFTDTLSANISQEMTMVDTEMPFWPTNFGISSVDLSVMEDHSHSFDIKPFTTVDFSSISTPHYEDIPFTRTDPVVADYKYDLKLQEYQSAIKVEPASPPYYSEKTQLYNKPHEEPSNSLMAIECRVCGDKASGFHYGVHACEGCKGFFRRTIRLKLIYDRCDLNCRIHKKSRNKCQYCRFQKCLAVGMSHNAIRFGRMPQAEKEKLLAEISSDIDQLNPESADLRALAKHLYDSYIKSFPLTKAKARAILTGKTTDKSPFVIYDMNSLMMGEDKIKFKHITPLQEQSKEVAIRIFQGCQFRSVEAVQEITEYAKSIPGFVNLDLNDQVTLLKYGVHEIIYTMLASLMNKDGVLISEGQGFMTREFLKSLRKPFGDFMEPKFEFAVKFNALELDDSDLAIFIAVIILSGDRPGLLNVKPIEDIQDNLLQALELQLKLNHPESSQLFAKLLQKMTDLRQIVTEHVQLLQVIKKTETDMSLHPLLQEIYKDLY
PPARg SRC3 recr: agonists of human PPARgamma SRC-3 coactivator recruitment. actives 0.26% (n = 200,000). biochemical PPARgamma/SRC-3 coactivator recruitment assay. activation, % at 8 µM. AID 731. P37231; in the data active = activation above about 23%;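 note: 0% = DMSO and 100% = reference agonist; some compounds past the cut are filed as inactive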
SRC2 TRFRET art: counter-screen for PPARgamma SRC-2 recruitment agonists: TR-FRET artefact. TR-FRET ratio at 8 µM. actives 0.4% (n = 200,000). active compounds read high. AID 1049; in the data active = TR-FRET ratio above about 2000; note: inactives centre near 1500
HMGR II inh: E. faecalis class II HMG-CoA reductase inhibition; actives 0.41% (n = 190,000); inhibition, % at 10 µM; purified E. faecalis HMGR, NADPH absorbance 340 nm kinetic;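 active = inhibition above a set limit, the median over all tested compounds plus 3 SD, cut at about 9.5% in these data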;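 note: enzyme runs in reverse so mevalonate oxidation gives rising NADPH absorbance; 0% = complete reaction with DMSO and 100% = background rate lacking mevalonate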
TNAP inh hiacc: inhibitors of human TNAP at high phosphate acceptor concentration | purified TNAP, CDP-star luminescence, 1 M DEA | actives 0.03% (n = 200,000) | P05186 | inhibition, % at 20 µM | AID 1135;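 active = over 50% inhibition of tissue-nonspecific alkaline phosphatase at 20 µM in the single-dose screen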;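 note: plate controls were DMSO wells for no effect and EDTA-quenched wells as full inhibition for full effect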
bIAP act: intestinal alkaline phosphatase (bovine) activation; AID 1016; actives 0.17% (n = 200,000); purified bovine IAP, CDP-star luminescence, 30 min; active compounds read high; fold of DMSO-control signal, blank-subtracted; activation factor at 20 µM;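 active = activation factor of 2 or more at 20 µM, a signal rise over negative controls twice the positive control's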
PPARg SRC-1 ag: agonists of human PPARgamma SRC-1 coactivator recruitment; PPARgamma-SRC-1 coactivator recruitment biochemical assay; activation, % at 8 µM; actives 0.41% (n = 200,000); in the data active = activation above about 19%;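 note: 0% = DMSO and 100% = reference agonist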
TNAP act hiacc: activators of human TNAP at high phosphate acceptor concentration. P05186. purified TNAP, CDP-star luminescence, 1 M DEA, 30 min; active compounds read high; 0 = EDTA background, 1 = DMSO-only activity. activation factor at 20 µM. 200,000 tested, under 10 active. AID 1136;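 active = activation factor at least 2 at 20 µM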
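Control set: EDTA negative control, DMSO positive control / Assay system: human TNAP / Quantity: TNAP 1/800 final / Evaluation: TNAP activation factor scaled between EDTA and DMSO control wells / Measured by: luminescent substrate turnover signal / Compound dosing: one dose, 20 µM / Times: 30 min enzyme reaction at room temperature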
* hit, by the source's call; . = not tested or not shown.

compound,bIAP inh,TNAP inh noacc,PPARg SRC-2 ag,PPARg SRC3 recr,SRC2 TRFRET art,HMGR II inh,TNAP inh hiacc,bIAP act,PPARg SRC-1 ag,TNAP act hiacc
Cc1ccc(N/N=C(\C#N)C(N)=S)cc1C,13,15,10,5,1735,-9,10,0.9,6,0.9
Cc1c([N+](=O)[O-])cc(C(=O)Oc2cccc(C(=S)N3CCOCC3)c2)cc1[N+](=O)[O-],-3,-5,0,4,1586,0,-8,1,-7,1.1
CC1(C(=O)O)CCC(C(=O)N2CCOCC2)C1(C)C (stereo not given),-10,-8,-3,-3,1496,-10,-4,1.1,1,1
CCOC(=O)C1CCN(C(c2cccc(F)c2)c2sc3nc(C)nn3c2O)CC1 (stereo not given),8,3,0,0,1610,-6,2,0.9,2,1
S=c1[nH]nc(-c2cc(-c3ccco3)[nH]n2)n1-c1ccccc1Cl,-29,-36,5,-5,1544,-4,4,1.3,4,1
CCN1CCCc2cc(CN(CCN3CCOCC3)C(=S)Nc3cc(F)cc(F)c3)ccc21,8,-9,6,-2,1717,-1,-4,0.9,6,1
CCCCSc1ccc(NC(=O)c2cccnc2)cc1,27,-7,6,6,1412,1,-1,0.7,1,1
O=C(CSc1nc2c(sc3ccccc32)c(=O)n1CCCN1CCCC1)NCc1ccccc1,-3,-19,2,5,1720,0,-5,1,14,1.1
CC(C)(C)c1cc(CN2CCN(CCO)CC2)cc(C(C)(C)C)c1O,-10,-8,7,10,1469,-3,-1,1.1,-1,1
COc1ccc2ccccc2c1C1CC(=O)N2CN(Cc3ccco3)CSC2=C1C#N (stereo not given),17,3,10,10,1835,-5,1,0.8,8,1
Cc1ccc(C(=O)O/N=C(\N)c2cccnc2)cc1[N+](=O)[O-],-3,-2,3,-1,1296,1,1,1,0,1
COc1cccc(C2C(C(=O)c3sc(C)nc3C)=C(O)C(=O)N2CCN2CCOCC2)c1OC (stereo not given),2,-13,8,1,1574,-5,0,1,9,1
Cc1cccc(S(=O)(=O)Nc2cccc3c2C(=O)c2ccccc2-3)c1,2,-4,11,12,1692,-3,4,1,8,1
CCOC(=O)c1[nH]c(C)c(C(=O)Nc2cc(OC)ccc2OC)c1C,9,-4,-3,11,1608,-5,1,0.9,6,1
O=C(COC(=O)c1cc(Cl)nc2ccccc12)c1ccc(Cl)cc1,15,-12,5,-3,1617,-2,-5,0.9,5,1.1
O=C(/C=C\c1ccc(-c2ccccc2)o1)c1ccccc1,7,0,2,2,1626,0,5,0.9,7,0.9
Cc1ccc2[nH]cc(CCNC(=O)CN3C(=O)c4ccccc4C3=O)c2c1,26,-15,-2,0,1329,2,0,0.7,4,1
CC(C)[C@H](NC(=O)[C@H](CCCN=C(N)N)NC(=O)NC(Cc1ccccc1)C(=O)O)C(=O)NC(C=O)CCCN=C(N)N (stereo not given in full),13,-7,3,1,1613,-4,-1,0.9,6,1
CCOC(=O)c1nnn(CC(=O)Nc2cc(F)ccc2F)c1C(=O)OCC,7,3,1,3,1554,-2,8,0.9,9,0.9
CC(=O)Nc1ccc(N(C(=O)CNC(=O)c2ccco2)C(C(=O)NCC2CCCO2)c2ccccc2)cc1 (stereo not given),7,-10,14,7,1596,-4,-5,0.9,3,1
NC(=O)CSc1nc(O)cc(=O)n1-c1ccccc1,5,-11,0,5,1638,-12,-2,1,4,1
C=CCn1c(=N)n(CC(=O)c2ccc(Br)s2)c2ccccc21,9,-5,-2,1,1556,2,-1,0.9,10,1
Cc1ccc(C)c2c1cc(C)c1nnc(SCC(=O)Nc3nc4c(s3)CCCC4)n12,-4,-14,19,6,1645,-2,3,1,5,1
COCCNC(=O)c1onc(CSc2ccccc2C)c1C(=O)O,-1,-9,2,8,1503,-4,-3,1,0,1
Cc1nn(C)cc1C1C(C#N)=C(N)N(c2ccc(F)c([N+](=O)[O-])c2)C2=C1C(=O)CCC2 (stereo not given),0,-4,5,-1,1400,-1,2,1,-4,1
O=C(c1cc(-c2ccncc2)nc2ccc(Br)cc12)N1CCN(c2ccccn2)CC1,3,-2,3,12,1605,-1,-8,1,8,1.1
O=C(CN1C(=O)S/C(=C\c2ccccc2)C1=O)NNC(=O)c1ccccc1O,14,-120,-2,-2,1398,1,4,0.9,-5,1
COC(=O)c1ccccc1S(=O)(=O)C(C)(C)C,-8,-7,1,12,1691,-6,-1,1.1,6,1
O=C(C1CCN(S(=O)(=O)c2cccc3cccnc23)CC1)N1CCN(c2ccc(Cl)cc2)CC1,-5,-13,-3,5,1529,1,-7,1.1,3,1.1
CCOc1ccc(C(CC(=O)O)NC(=O)COc2ccccc2)cc1OC (stereo not given),2,2,-2,-3,1574,3,-5,1,-3,1.1

Random excerpt: 6 records from the list
compound,bIAP inh,TNAP inh noacc,PPARg SRC-2 ag,PPARg SRC3 recr,SRC2 TRFRET art,HMGR II inh,TNAP inh hiacc,bIAP act,PPARg SRC-1 ag,TNAP act hiacc
COc1cccc(C2C(C(=O)c3sc(C)nc3C)=C(O)C(=O)N2CCN2CCOCC2)c1OC (stereo not given),2,-13,8,1,1574,-5,0,1,9,1
Cc1ccc(N/N=C(\C#N)C(N)=S)cc1C,13,15,10,5,1735,-9,10,0.9,6,0.9
CCOC(=O)c1[nH]c(C)c(C(=O)Nc2cc(OC)ccc2OC)c1C,9,-4,-3,11,1608,-5,1,0.9,6,1
C=CCn1c(=N)n(CC(=O)c2ccc(Br)s2)c2ccccc21,9,-5,-2,1,1556,2,-1,0.9,10,1
CCOc1ccc(C(CC(=O)O)NC(=O)COc2ccccc2)cc1OC (stereo not given),2,2,-2,-3,1574,3,-5,1,-3,1.1
CCN1CCCc2cc(CN(CCN3CCOCC3)C(=S)Nc3cc(F)cc(F)c3)ccc21,8,-9,6,-2,1717,-1,-4,0.9,6,1

The list continues.
compound,bIAP inh,TNAP inh noacc,PPARg SRC-2 ag,PPARg SRC3 recr,SRC2 TRFRET art,HMGR II inh,TNAP inh hiacc,bIAP act,PPARg SRC-1 ag,TNAP act hiacc
CSc1nc(N)nc(SC2C=CCCC2)c1C#N (stereo not given),2,-8,2,-8,1637,-5,-4,1,5,1
CC1CCN(c2c(NCC3CCC(C(=O)NCc4ccccc4)CC3)c(=O)c2=O)CC1 (stereo not given),5,-8,3,3,1635,-2,-5,1,-1,1.1
COC(=O)Nc1c(C(=O)OC)cc(OC)c(OC)c1OC,1,-7,5,-6,1398,-6,-8,1,9,1.1
O=[N+]([O-])/C=C/c1c(OCc2ccccc2)ccc2ccccc12,41,-7,6,5,1451,-7,1,0.6,7,1
COc1cccc(Nc2nc(-c3cccs3)nc3ccccc23)c1,12,-13,-4,2,1460,-9,-6,0.9,-2,1.1
Nc1sc(-c2ccccc2)cc1C(=O)O,4,-16,12,14,1707,-3,2,1,16,1
CCCCC(=O)Nc1ccc(C(=O)NNC(=S)NC(=O)c2ccco2)cc1,-9,-1,1,4,1605,0,3,1.1,-6,1
O=C(NC(NC(=S)Nc1ccccc1C(=O)O)C(Cl)(Cl)Cl)c1ccco1 (stereo not given),28,-4,-9,-4,1419,-9,0,0.7,-3,1
CCOCCCNC(=O)C(c1ccc(C)cc1)N(Cc1cccs1)C(=O)c1ccccn1 (stereo not given),-4,-7,2,4,1406,1,-1,1,6,1
CCS(=O)(=O)c1ccc(C(=O)Nc2cccc(Cl)c2)c(Cl)c1Cl,21,-1,4,-3,1401,-4,-5,0.8,5,1
Cn1c(SCC(=O)NNC(=O)Cc2ccccc2)nc2ccccc2c1=O,-64,-91,5,0,1664,0,-4,1.6,4,1
O=C(OC(C(=O)NCC1CCCO1)c1ccccn1)c1cccs1 (stereo not given),8,-14,2,1,1519,-7,-5,0.9,2,1.1
Cc1c(-c2ccc(Cl)cc2)oc(=O)c2c(N)n(-c3ccccc3)nc12,9,-8,7,1,1450,-3,-8,0.9,-1,1.1
O=C(NCc1ccccn1)c1nn(-c2ccccc2)c(=O)c2ccccc12,-20,-6,-4,-1,1548,-7,0,1.2,-6,1
COc1ccc(OC)c(-c2nc3c(C)n[nH]c(=O)c3[nH]2)c1,10,-10,7,10,1669,-2,-2,0.9,-4,1
CCOC(=O)Nc1cc(OC)c(OC)cc1Cc1nccc2cc(OC)c(OC)cc12,2,-6,10,3,1512,2,-8,1,3,1.1
Cn1nc([N+](=O)[O-])nc1N1CCOCC1,21,-10,10,0,1475,-6,-3,0.8,-2,1
Cc1ccnc(NC(=O)/C=C/c2ccccc2[N+](=O)[O-])c1,2,-5,3,-1,1493,3,1,1,5,1
CC(=O)/C=C1/C(=O)Nc2ccccc21,12,-6,0,2,1585,-8,0,0.9,-6,1
CC(C)CN(C(=O)COC(=O)Cc1n[nH]c(=O)c2ccccc12)C1CCS(=O)(=O)C1 (stereo not given),-2,-7,2,-15,1577,1,-6,1,-5,1.1
CCN1CCN(c2oc(-c3ccc(OC)cc3)nc2C#N)CC1,.,.,0,10,1537,.,.,.,1,.
O=C1C(c2ccc(F)cc2)N(C2CCCCC2)C(=O)CN1C1CCCC1 (stereo not given),0,-8,2,4,1618,4,0,1,7,1
Cc1ccc(S(=O)(=O)CCC(=O)OCC(=O)NCc2ccc(Cl)cc2)cc1,-11,1,13,7,1664,-4,2,1.1,4,1
CSC(=NNC(=O)c1ccccc1O)SC,10,-14,10,1,1428,1,-3,0.9,4,1
CN1CCN(S(=O)(=O)c2ccc(=O)[nH]c2)CC1,4,-7,-5,3,1449,0,3,1,1,1
COc1ccc(-c2noc(C3CCCN(C(=O)c4cccs4)C3)n2)cc1 (stereo not given),0,-7,0,3,1416,-1,-5,1,6,1
NC(=O)c1ccc(C2SCC(=O)N2Cc2ccccc2)cc1 (stereo not given),-4,-11,-1,1,1568,-5,-7,1,-7,1.1
Cc1ccc(C(=O)Nc2ccc(O)cc2C(=O)O)cc1C,8,-9,3,-8,1478,-5,-1,0.9,-1,1
O=C(OCc1ccc(COC(=O)c2ccccn2)cc1)c1ccccn1,0,-2,2,-1,1438,-7,-3,1,-3,1
COc1ccc(CCNC2=CC(=O)N(c3ccc(F)cc3)C2=O)cc1,7,-74,8,-2,1678,14*,-2,0.9,12,1
CCSc1nc2c(c(=O)n1CC)SC(C)C2 (stereo not given),11,-6,3,-4,1346,-3,2,0.9,-3,1
Nc1ncc(-n2cncn2)c(-c2ccc(Cl)cc2)n1,-38,-2,6,4,1549,1,-1,1.4,-1,1
CC(=O)c1sc(NC(=O)COc2ccc(Cl)cc2Cl)nc1C,2,-5,5,2,1476,-1,0,1,-3,1
O=C(c1ccc(-c2cccc(C(F)(F)F)c2)o1)N1CCOCC1,-1,-8,-7,5,1585,-3,0,1,1,1
COC(=O)/C=C/C(=O)N1CCN(c2ccccc2)CC1,-14,-1,-3,3,1458,1,-3,1.1,-4,1
CN(C)C(/C=C/Nc1ccc(C#N)cc1)=C(C#N)C#N,10,-7,-8,2,1550,4,-3,0.9,-1,1
